# AddAB inh – growth inhibition of E. coli expressing H. pylori AddAB, primary screen, AddAB inhibitor project, absorbance; inhibition, % at 11.9 µM; 0.29% of 330,000 active; AID 435030, 2010; in the data active = inhibition above about 12%;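 also: 0% = vehicle wells of infected cells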
# MOR-DOR inv ag – inverse agonists of MOR-DOR heterodimerization, primary screen, cell-based, luminescence | Mu-type opioid receptor (Homo sapiens) + Delta-type opioid receptor (Homo sapiens), … | cell-based MOR-DOR heterodimer luminescence, inverse agonism | inhibition, % at 9.3 µM | 0.21% of 340,000 active; in the data active = inhibition above about 22%, passing the limit was not always enough;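 also: 0% = cells with DMSO and 100% = wells without cells with DMSO; values of inactives mirror those of a sister screen read the other way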
# Tat transport – E. coli Tat export inhibitors, primary screen, MC4100, TorA-mCherry reporter, fluorescence, single point | inhibition, % at 10 µM | 0.036% of 340,000 active | AID 488895, 2010;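 active = mean replicate inhibition at least 50% and at least half of replicates individually reaching 50%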;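 also: exported cargo escapes ClpAP degradation while cytoplasmic cargo is degraded and loses fluorescence; 0% = median of neutral control wells and 100% = median of NaSCN control wells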
# PfHsp90 yeast 2 – growth inhibition of PfHsp90-expressing yeast, primary screen, antimalarial PfHsp90 inhibitor project, S. cerevisiae, BacTiter-Glo luminescence, single point, set 2 | inhibition, % at 9.4 µM | BacTiter-Glo ATP, 48 h; yeast lacking PDR1 and PDR3 efflux regulators | 0.32% of 310,000 active;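 active = every replicate shows inhibition above about 80%, whatever the replicate mean, limit read from the data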;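 also: 0% = DMSO neutral controls and 100% = 20 µM radicicol positive controls; yeast relying on Plasmodium falciparum Hsp90 in place of its own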
# phage Ecoli inh – growth loss of phage-infected E. coli, primary screen, RecBCD inhibitor project, absorbance, with phage, HTS | inhibition, % at 11.9 µM | 0.26% of 360,000 active; in the data active = inhibition above about 11%
# SUMO Mot1 rescue – yeast Mot1-301 growth rescue at high temperature, primary screen, SUMOylation pathway inhibitor project, S. cerevisiae, ATP luminescence, 38.5C; S. cerevisiae Mot1-301 growth rescue; percent above DMSO median, 100 means doubled; growth rescue, % at 18.8 µM; 1% of 320,000 active;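 active = every valid replicate shows activation above 250% relative to neutral control wells; inactive = the rest, any valid replicate at or below 250%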;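 also: OY570 slx delta 5 strain wells were the positive control but not used for scaling; some compounds called inactive have numbers as strong as hits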
# PKA-R1A activ – activators of PKA-R1A holoenzyme, primary screen, biochemical, fluorescence polarization, Cy5-IP20, bovine R1A, mouse PKAc; PKA-R1A dissociation; scaled: DMSO 0%, 113 µM cGMP 100%; 0.083% of 340,000 active; cAMP-dependent protein kinase type I-alpha regulatory subunit (Bos taurus) + …; activation, % at 11.4 µM;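 active = percent activation above the mean of all tested compounds plus 3 SD, cut at about 19% in these data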;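 also: higher means more PKAc released from R1A so a rise in polarization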
# OPRM1-OPRD1 ag – agonists of OPRM1-OPRD1 heterodimerization, primary screen, cell-based, luminescence; Mu-type opioid receptor (Homo sapiens) + Delta-type opioid receptor (Homo sapiens), …; cells; activation, % at 9.3 µM; 0.3% of 340,000 active; AID 504326, 2011; in the data active = activation above about 18%;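 also: 0% = vehicle-treated cells and 100% = reference agonist; values of inactives mirror those of a sister screen read the other way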
# PKA-R2B activ – activators of PKA-R2B holoenzyme, primary screen, biochemical, fluorescence polarization, Cy5-IP20, human | AID 504700, 2011 | 0.079% of 340,000 active | activation, % at 11.4 µM | PKA-R2B holoenzyme dissociation; R2B truncated from residue 108, S112A mutant; 0% DMSO only, 100% 113 µM cGMP;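 active = activation above a cutoff set at the mean over all compounds plus 3 SD, cut at about 18% in these data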;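 also: higher means more holoenzyme dissociation and a rise in polarization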
# Target sequence (P31323 whole entry, looked up, other chains not shown, the tested form may be a part): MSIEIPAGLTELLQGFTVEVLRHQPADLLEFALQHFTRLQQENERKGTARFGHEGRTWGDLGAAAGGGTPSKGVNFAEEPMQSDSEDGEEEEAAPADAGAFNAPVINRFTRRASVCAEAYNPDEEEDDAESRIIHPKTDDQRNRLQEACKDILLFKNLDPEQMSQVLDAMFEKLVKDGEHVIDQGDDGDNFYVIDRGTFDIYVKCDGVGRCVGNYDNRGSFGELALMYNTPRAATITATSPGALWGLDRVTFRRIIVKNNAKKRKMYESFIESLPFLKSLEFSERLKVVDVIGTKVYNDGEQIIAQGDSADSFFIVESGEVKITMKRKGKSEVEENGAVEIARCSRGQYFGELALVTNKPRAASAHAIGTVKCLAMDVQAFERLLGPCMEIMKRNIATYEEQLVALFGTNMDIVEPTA
# Ecoli viability – E. coli V3065 growth inhibition, primary screen, counter-screen for AddAB inhibitor project, absorbance, OD600 | inhibition, % at 11.9 µM | 18 h | 0.27% of 330,000 active | AID 449728, 2010;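 active = inhibition above the campaign's mean inhibition across all tested compounds plus 3 SD, cut at about 9.9% in these data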;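 also: uninfected addAB+ strain grown without phage in ampicillin broth; 0% = DMSO wells and 100% = ciprofloxacin 0.95 µg/ml wells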
# HTR5A inv ctr – HTR5A inverse agonists in luminescence cell assay, primary screen, counter-screen for OPRM1-OPRD1 heterodimer inverse agonist project, full-deck HTS | 5-hydroxytryptamine receptor 5A (Homo sapiens), P47898 | HTR5A cell line, inverse agonism | inhibition, % at 9.3 µM | 0.083% of 340,000 active | AID 504634, 2011; in the data active = inhibition mostly above about 23%, no sharp cut-off; inactive = mostly below about 18%;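 also: 0% = cells with DMSO and 100% = no-cell wells with DMSO; some compounds called inactive have numbers as strong as hits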
# Target sequence (P47898 whole entry, looked up): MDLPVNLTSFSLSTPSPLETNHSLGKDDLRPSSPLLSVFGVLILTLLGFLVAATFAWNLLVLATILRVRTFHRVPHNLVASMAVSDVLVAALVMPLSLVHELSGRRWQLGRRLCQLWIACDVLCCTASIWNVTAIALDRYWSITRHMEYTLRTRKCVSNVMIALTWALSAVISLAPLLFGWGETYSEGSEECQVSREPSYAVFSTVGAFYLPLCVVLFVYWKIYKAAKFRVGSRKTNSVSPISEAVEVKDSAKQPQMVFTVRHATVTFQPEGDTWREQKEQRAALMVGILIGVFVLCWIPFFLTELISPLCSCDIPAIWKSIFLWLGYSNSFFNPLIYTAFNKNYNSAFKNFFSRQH
# Numbers without * were called inactive; i = inactive; nt = not tested or not shown.
SMILES,AddAB inh,MOR-DOR inv ag,Tat transport,PfHsp90 yeast 2,phage Ecoli inh,SUMO Mot1 rescue,PKA-R1A activ,OPRM1-OPRD1 ag,PKA-R2B activ,Ecoli viability,HTR5A inv ctr
O=C(CN1C(=O)NC2(CCCCC2)C1=O)Nc1cc(C(F)(F)F)ccc1N1CCCC1,nt,23.9,-2.2,nt,-1.2,nt,0.6,-4.6,3.6,nt,-4.3
CN(C)NC(=S)Nc1ccc(Cl)cc1,2.5,1.4,4.8,-5.9,0.2,-7.5,-1.1,-0.2,4.6,0.2,-4.2
O=C(NCc1cccnc1)c1ccccc1NS(=O)(=O)c1ccccc1,0.9,0.9,2.5,-4.8,1.6,39.4,5.7,-0.2,4.7,0.7,-2.0
CC(=O)NC(C)c1nc2ccccc2n1C(C)C (stereo not given),0.8,5.5,0.6,-0.5,1.1,-21.8,7.0,-1.0,5.3,-1.1,-6.3
CCOC(=O)C1=C(O)c2ccccc2C(=O)/C1=C\c1ccc(CC)cc1,1.4,-32.1,7.7,-3.1,nt,51.8,2.1,5.9,2.3,-0.1,3.4
CC(Sc1nnc(C2CC2)n1C1CC1)C(=O)c1ccc(F)cc1 (stereo not given),2.6,20.5,-1.2,6.9,0.7,3.9,-1.7,-5.2,-6.2,-0.3,5.4
O=C(NN=C1CCCC1)c1ccc(Cl)cc1,1.4,-4.1,6.3,23.6,1.3,167.2,-7.8,0.9,-18.4,0.0,-1.0
CN(C)S(=O)(=O)c1cccc(NC(=S)Nc2cccc3cnccc23)c1,nt,-30.6,-2.6,-7.0,-0.5,nt,7.3,6.0,6.7,nt,-20.1
CCOC(=O)CN(C(=O)CSc1nnc(-c2ccncc2)n1CCCN(C)C)c1ccccc1,4.1,-16.4,0.0,nt,-0.5,-8.9,-2.5,2.8,0.4,-2.4,2.2
O=C(NN=Cc1ccc(Cl)cc1Cl)C1CC1,nt,7.7,-15.5,16.2,1.8,nt,-13.5,-1.5,2.6,nt,13.5
O=C(COC(=O)c1ccc2ccccc2c1O)Nc1ccccc1,nt,-8.9,-0.2,nt,0.7,nt,-0.6,1.7,3.3,nt,-9.7
O=C(CN1C(=O)NC(Cc2c[nH]c3ccccc23)C1=O)Nc1ccc(F)cc1F (stereo not given),0.6,4.6,8.0,4.8,1.2,19.9,-3.5,-0.9,-1.4,-0.3,-13.9
CCOc1ccc(NC(=O)c2ccc3nccnc3c2)cc1,-1.6,1.4,4.6,3.1,4.0,-3.5,-5.4,-0.3,-3.2,0.2,-8.1
CS(=O)(=O)C1=C(O)C(=O)N(c2ccccc2)C1c1ccccc1 (stereo not given),1.1,8.0,3.8,13.4,0.0,4.1,-2.8,-1.4,0.4,2.6,-15.5
COc1cc2c(cc1OC)C(Cc1cc(OC)c(OC)cc1[N+](=O)[O-])=NCC2,nt,-3.6,-1.2,-4.1,2.4,nt,0.6,0.8,1.0,nt,-4.8
CCOc1ccc2ccccc2c1C(=O)NCC(c1ccc(N(C)C)cc1)N(C)C (stereo not given),1.5,2.9,5.3,-4.1,-0.2,-11.6,-5.9,-0.6,-2.3,-2.1,-9.8
Clc1ccc(-c2ccc(-c3nn4c(-c5ccco5)nnc4s3)o2)cc1,-2.0,11.4,-5.4,-6.2,3.5,-7.5,-11.7,-2.2,9.7,1.0,-33.1
COc1ccc(OC)c2[nH]c(=O)c(CCNC(=S)NC(C)(C)C)cc12,0.5,13.8,1.7,3.5,0.2,-0.8,-5.9,-2.7,3.4,-1.1,14.0
COC(=O)c1ccccc1NC(NC(=O)c1ccco1)C(=O)c1ccc(C)cc1 (stereo not given),2.2,-22.3,2.5,nt,2.5,-16.0,-4.1,4.4,8.6,3.5,-2.5
Cc1cc(C(=O)N2CCc3ccccc3C2)no1,2.0,7.2,0.2,-3.6,1.4,4.8,-8.2,-2.2,1.9,-0.7,12.8

# Next part, overlapping the part above by 3 compounds.
SMILES,AddAB inh,MOR-DOR inv ag,Tat transport,PfHsp90 yeast 2,phage Ecoli inh,SUMO Mot1 rescue,PKA-R1A activ,OPRM1-OPRD1 ag,PKA-R2B activ,Ecoli viability,HTR5A inv ctr
COc1ccc(OC)c2[nH]c(=O)c(CCNC(=S)NC(C)(C)C)cc12,0.5,13.8,1.7,3.5,0.2,-0.8,-5.9,-2.7,3.4,-1.1,14.0
COC(=O)c1ccccc1NC(NC(=O)c1ccco1)C(=O)c1ccc(C)cc1 (stereo not given),2.2,-22.3,2.5,nt,2.5,-16.0,-4.1,4.4,8.6,3.5,-2.5
Cc1cc(C(=O)N2CCc3ccccc3C2)no1,2.0,7.2,0.2,-3.6,1.4,4.8,-8.2,-2.2,1.9,-0.7,12.8
Cc1ccc(Cl)c(NC(=O)COC(=O)c2cc[n+]([O-])cc2)c1Cl,-4.2,10.3,-7.3,5.7,2.5,-4.0,-2.6,-2.0,6.4,0.3,4.2
CCn1c(CCNC(=O)c2ccc(Cl)cc2)nnc1SCC(=O)NC1CCCC1,-1.4,0.6,4.7,-28.2,1.6,89.2,-1.4,-0.1,-1.0,-2.6,-5.4
Cc1c(Cl)cccc1NC(=O)CNC(=O)c1cn(-c2ccccc2)nc1-c1cccnc1,0.9,-17.1,-2.7,-33.3,5.5,-3.2,-3.6,4.3,-0.6,-0.2,-3.2
CCC(=O)c1ccc(OCC(O)Cn2cnc3ccccc32)cc1 (stereo not given),3.2,-1.8,-3.0,-34.8,2.1,5.3,8.9,0.4,-3.9,0.5,-10.1
COc1ccc(Cl)cc1C(=O)NNC(=O)CSc1nnnn1C,0.5,17.6,0.3,14.8,2.7,nt,7.7,-3.8,0.5,1.6,9.4
CCCC(=O)OC1CCS(=O)(=O)c2sccc21 (stereo not given),-0.3,-0.4,-9.8,-14.7,4.5,9.3,8.2,0.1,-3.0,-0.9,-2.3
COC(=O)C1=C(C)N(c2ccc(F)cc2)/C(=C/c2ccc(O)cc2)C1=O,1.7,8.5,0.5,-27.0,1.6,167.0,5.1,-1.6,-8.4,-1.3,-0.4
COC(=O)C1C(c2ccc(OC)cc2)Nc2nnc(C(F)(F)F)n2C1(C)O (stereo not given),2.5,7.7,-3.4,8.9,3.1,5.2,-8.7,-1.5,3.5,-0.8,-2.9
COc1ccc2cc(S(=O)(=O)Nc3ccccn3)ccc2c1,0.5,2.6,-2.2,-0.7,-1.9,-9.2,-10.2,-0.4,1.6,-2.3,-20.6
CCC(=O)Nc1ccc(C(=O)CSc2nnc(-c3ccc(NS(=O)(=O)CC)cc3)o2)cc1OC,-1.6,2.0,10.5,-13.0,0.5,11.3,-12.0,-0.4,-8.7,-2.5,-35.3
Cc1ccc(CN2CCc3c(OCc4ccc(F)cc4)cccc3C2=O)cc1,3.4,-26.9,-0.6,-4.6,0.9,-8.3,3.5,6.0,1.2,-0.7,19.6
COc1ccc(OC)c(/C=C/c2nc3ccccc3[nH]c2=O)c1,0.3,-115.5,-0.3,0.3,1.6,263.8,-2.5,20.7*,17.9,-2.7,-17.2
Cc1cc(NC(=O)C2CC=CCC2C(=O)O)ccc1NC(=O)c1ccccc1 (stereo not given),1.4,13.3,2.0,13.7,1.4,227.6,-6.3,-2.5,-8.2,1.0,-6.1
CN(C)CC(O)c1ccc(C=Cc2ccc(Cl)cc2)cc1 (stereo not given),nt,-1.6,-1.2,16.7,3.5,nt,0.6,0.3,3.0,nt,0.8
CC(=O)c1c(C)oc2c1C(=O)c1ccccc1C2=O,4.0,17.2,-3.1,18.5,4.4,-66.3,-4.4,-3.2,6.1,1.2,5.2
CCNc1nc(NC(C)C)nc(Oc2ccc(OCCOc3ccccc3)nn2)n1,0.1,5.2,3.4,10.0,1.2,9.3,-4.5,-0.9,-11.1,-0.8,6.4
C=CCc1c(C)nc2ccc(C(=O)OCC)cc2c1Cl,-0.3,-5.6,2.8,-24.2,4.4,14.7,-2.5,1.1,4.7,-3.0,-2.2
COc1ccc(NC(=S)NCCNC(C)=O)cc1,0.4,18.5,-7.9,3.1,3.1,-16.0,-2.1,-3.7,4.8,1.0,-34.2
CCC1(C)Cc2nc3[nH]c(=S)n(-c4ccccc4)c(=O)c3cc2CO1 (stereo not given),-0.2,2.9,-12.7,nt,2.7,25.4,-5.2,-0.5,-3.0,-0.6,-18.1
CCCN(CC1CC1)C(=O)COC(=O)c1ccc(CNS(=O)(=O)c2ccc(F)c(Cl)c2)cc1,2.3,-35.7,4.3,-3.3,2.2,19.1,-9.9,6.9,-6.8,-0.2,-1.1
COC(=O)C1(C(=O)OC)C(C(=O)c2ccccc2)C1c1ccccc1 (stereo not given),nt,21.4,1.3,-9.9,-1.6,nt,1.1,-4.1,5.2,nt,-3.1
COC(=O)COc1ccc(C2NC(=O)NC(c3ccccc3)=C2C(C)=O)cc1Br (stereo not given),0.3,3.6,-5.6,22.2,2.4,-10.3,-4.9,-0.7,-0.6,-0.9,-8.2
COc1ccc(C(=O)CN2CCN(S(=O)(=O)c3cccc([N+](=O)[O-])c3)CC2)cc1OC,1.8,-9.4,-0.1,-21.3,3.6,14.4,3.9,1.3,3.7,-0.3,5.2
Cc1c(S(=O)(=O)N2CCCC(C(=O)O)C2)cnn1C (stereo not given),1.3,17.8,-20.7,0.5,1.2,6.3,-4.1,-3.5,1.1,1.1,-0.9
O=C(C1=C(O)C(=O)N(CCN2CCOCC2)C1c1ccc(F)cc1)c1cccs1 (stereo not given),nt,10.7,-7.7,7.2,0.9,i,3.2,-2.1,-3.8,nt,-3.6
CC1CCCCC1NC(=O)CCNS(=O)(=O)c1ccc2c(c1)CCC(=O)N2 (stereo not given),2.9,10.2,0.4,-11.1,-0.6,-15.6,-5.4,-1.9,15.9,0.2,-11.2
C(=NN1CCCCCC1)c1ccccc1,nt,-12.8,1.1,13.9,0.9,nt,-0.2,2.5,-4.0,nt,6.6
CCOc1ccccc1C(=O)NC1CC2CCCC(C1)N2C1CC1 (stereo not given),-2.2,6.7,-1.9,nt,2.2,-11.2,-0.4,-1.2,-7.3,-0.4,-13.7
COc1ccc(NC(=O)c2cccc(Cl)c2)c[n+]1[O-],nt,8.9,2.5,15.7,3.2,-8.8,0.3,-1.9,-17.5,nt,-13.8
CC(=O)c1cccc(N(C(=O)c2ccco2)C(C(=O)NC2CCCC2)c2ccncc2)c1 (stereo not given),-0.6,11.1,-5.8,-23.0,2.3,24.7,1.7,-1.9,-16.4,0.0,24.7
C/C(=N\NC(=O)c1cc(-c2ccc(C)s2)nc2ccccc12)c1cccnc1,nt,16.4,0.1,10.1,2.9,-5.8,5.6,-3.0,-3.4,nt,-16.5

# From PubChem
